Assay outcomes (PubChem BioAssay)
OXTR ag – human OXTR agonism | activation, % at 3 µM | CHO-OTR cells, Fluo-8 calcium fluorescence; normalized: DMSO 0%, oxytocin 100% | P30559 | actives 0.32% (n = 320,000) | AID 2435;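 active = activation above the mean of all tested compounds plus 3 SD, cutoff set per screening run, cut at about 20% in these data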;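 note: peak over basal fluorescence ratio from a 100 s FLIPR kinetic read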
MEKK2mut PB1 HTS – signal of MEK5 binding to mutant human MEKK2 PB1 domain. bead flow cytometry, Alexa488-MEK5 binding to MEKK2 mutant. percent response, % at 10 µM. actives 0.35% (n = 290,000). AID 1530; in the data active = percent response above about 24%, passing the limit was not always enough; note: inactives centre near 1; some results filed as inactive read as strong as hits; reference of the scale not given here
MEKK2wt PB1 HTS – raises or lowers MEK5 binding to wildtype human MEKK2 PB1 domain. bead flow cytometry, Alexa488-MEK5 binding to MEKK2 WT; actives lie on both sides. binding response (% of control), % at 10 µM. actives 1.1% (n = 290,000). AID 1531; in the data active = binding response below about 67% or above about 130%
GPR7 antag – human neuropeptides B/W receptor 1 antagonism; P48145; GPR7-expressing cells, fluorescence antagonist assay; inhibition, % at 4.4 µM; actives 1.1% (n = 290,000); AID 1861; in the data active = inhibition above about 16%, passing the limit was not always enough;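 note: cells stimulated with the agonist NPW; 0% = agonist with vehicle and 100% = vehicle without agonist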
Target sequence (P48145 whole entry, looked up): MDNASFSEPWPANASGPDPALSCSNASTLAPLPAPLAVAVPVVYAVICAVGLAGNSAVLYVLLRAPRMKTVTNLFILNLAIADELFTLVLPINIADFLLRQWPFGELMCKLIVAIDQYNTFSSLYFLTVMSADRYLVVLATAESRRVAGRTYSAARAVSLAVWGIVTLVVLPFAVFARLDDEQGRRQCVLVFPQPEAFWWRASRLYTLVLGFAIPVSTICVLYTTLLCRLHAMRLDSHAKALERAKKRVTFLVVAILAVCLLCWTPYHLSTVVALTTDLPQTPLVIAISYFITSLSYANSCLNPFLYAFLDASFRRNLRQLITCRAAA
NALP1 inh – inhibitors of NALP1 inflammasome in yeast. inhibition, % at 10 µM. AID 2071. S. cerevisiae NALP1/ASC/caspase-1 growth, X-gal OD620, 72 h. actives 0.61% (n = 280,000); in the data active = inhibition mostly above about 24%, no sharp cut-off; inactive = mostly below about 32%; note: some compounds called inactive have numbers as strong as hits
GalR3 antagonist – human GalR3 antagonism; actives 0.44% (n = 360,000); inhibition, % at 3 µM; O60755; AID 651719; HEK293 GalR3-CNG cAMP membrane potential fluorescence; galR3 body fused to GalR1 C-terminus;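 active = inhibition above the screen-wide average plus 3 SD, cut at about 13% in these data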;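 note: forskolin and galanin both at EC90 stimulate the cells; cAMP rise reported by CNG channel membrane potential dye signal; 0% = forskolin plus galanin with DMSO and 100% = forskolin alone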
PHOSPHO1 block – inhibitors of human PHOSPHO1 phosphatase; recombinant PHOSPHO1, absorbance phosphatase assay; inhibition, % at 13.3 µM; actives 1.1% (n = 290,000); in the data active = inhibition above about 60%
Target sequence (Q8TCT1 whole entry, looked up): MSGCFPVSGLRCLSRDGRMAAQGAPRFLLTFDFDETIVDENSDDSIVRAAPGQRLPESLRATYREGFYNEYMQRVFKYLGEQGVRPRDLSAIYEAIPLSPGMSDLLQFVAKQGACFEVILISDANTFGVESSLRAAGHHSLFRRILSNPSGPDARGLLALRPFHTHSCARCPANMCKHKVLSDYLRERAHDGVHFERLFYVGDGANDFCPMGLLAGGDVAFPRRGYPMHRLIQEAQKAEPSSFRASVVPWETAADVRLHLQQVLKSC
V1aR counter – counter-screen for oxytocin receptor agonists: human V1a receptor agonists; actives 0.25% (n = 320,000); P37288; activation, % at 3 µM; CHO-V1R cells, Fluo-8 calcium fluorescence, agonist mode; 0% DMSO, 100% 3 nM vasopressin;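 active = activation above the mean activation of all tested compounds plus 3 SD, per screening run, cut at about 20% in these data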;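 note: signal is peak over basal fluorescence ratio across a 100 second FLIPR read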
Target sequence (P37288 whole entry, looked up): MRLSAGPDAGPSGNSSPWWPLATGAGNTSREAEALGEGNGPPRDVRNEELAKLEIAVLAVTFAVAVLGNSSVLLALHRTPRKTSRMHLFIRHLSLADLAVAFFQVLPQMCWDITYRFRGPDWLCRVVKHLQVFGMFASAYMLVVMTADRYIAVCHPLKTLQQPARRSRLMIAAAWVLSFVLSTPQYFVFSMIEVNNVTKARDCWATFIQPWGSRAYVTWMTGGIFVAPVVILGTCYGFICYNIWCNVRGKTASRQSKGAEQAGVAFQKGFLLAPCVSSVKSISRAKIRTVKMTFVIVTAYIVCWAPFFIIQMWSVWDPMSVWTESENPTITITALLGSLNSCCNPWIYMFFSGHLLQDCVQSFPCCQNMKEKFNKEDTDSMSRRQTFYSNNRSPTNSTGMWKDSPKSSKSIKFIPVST
MEKK3 PB1 HTS – raises or lowers MEK5 binding to the human MEKK3 PB1 domain; binding response (% of control), % at 10 µM; bead-based flow cytometry, Alexa488-MEK5 binding to MEKK3; actives lie on both sides; 0 = blocked by unlabeled MEK5, 100 = vehicle; AID 1529; actives 1.4% (n = 290,000); Q99759;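 active = binding response more than 3 SD above or below the average of its plate-row segment, actives on both sides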;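 note: Alexa488 bead fluorescence after subtracting the streptavidin-only scavenger bead signal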
Starred values were filed as active, the others as inactive; x = no result given; [ ] = dose if it differs, or a comment.

Molecule,OXTR ag,MEKK2mut PB1 HTS,MEKK2wt PB1 HTS,GPR7 antag,NALP1 inh,GalR3 antagonist,PHOSPHO1 block,V1aR counter,MEKK3 PB1 HTS
CS(=O)(=O)Nc1ccc(C2=NN(S(C)(=O)=O)C(c3ccccc3)C2)cc1 (configuration not stated),-1.4,0,85,1,31,5,6,0.2,97
COC(=O)c1ccc2c(c1)C(=O)/C(=C/c1ccc(O)cc1)O2,16,-4,74,-6,14,-4,-10,9.2,81
c1ccc2c(c1)nc1n2CCN1CCNC1CCCCC1,0.3,4,107,-17,6,-1,9,0.1,106
Cc1onc(-c2c(F)cccc2Cl)c1C(=O)Nc1sc2c(c1C(N)=O)CCC2,0.7,13,113,-6,2,-4,7,0.2,106
Cc1nc(Nc2ccc(Cl)cc2Cl)sc1C(=O)Nc1ccccc1,-1.8,3,106,-4,22,-8,-21,0.6,108
COc1ccc2[nH]c3c(=O)n(CCCCC(=O)NCCC(C)C)c(=S)[nH]c3c2c1,-0.7,2,97,-7,9,13*,-38,-0.8,98
O=C(CCC(=O)Nc1ccccc1)NCCO,0.8,11,106,-1,3,-2,-6,0.9,98
O=C(OCC(=O)c1ccco1)c1ccc2ncsc2c1,-0.6,3,108,-10,2,-2,-27,0.6,108
CCOc1cc(NC(=O)c2ccccn2)c(OCC)cc1NC(=O)c1cccc(C)c1,-1.4,-5,94,0,7,-2,15,-0.6,101
Cc1cccc(C)c1OCc1nnc(SCC(=O)NCCc2ccccc2)o1,0.7,1,99,12,-9,-5,-8,0.7,103
O=C(NCc1n[nH]c(=S)n1-c1cccc(Cl)c1)c1ccc(S(=O)(=O)N2CCCC2)cc1,0.8,1,97,-4,0,-4,-31,-0.8,99
O=C(C1CCCN1S(=O)(=O)c1cccc2nsnc12)N1CCCCCC1 (configuration not stated),2.3,-26,93,-3,x,-4,23,0.0,89
Cc1cc(F)ccc1S(=O)(=O)NCC1CC2CCC1C2 (configuration not stated),-0.3,0,95,-3,10,-10,48,2.1,97
Cc1cccc(CCNC(=O)CCS(=O)(=O)c2ccc(Br)cc2)c1,-1.0,-13,77,-7,6,-2,9,0.0,83
OC1(c2ccc(F)cc2)CCN(Cc2nnnn2Cc2cccs2)CC1,3.0,0,96,4,-21,-7,-21,1.9,99
CCN(CC(=O)NCc1ccc(Cl)cc1)C(=O)CN1C(=O)NC(C)(c2ccccc2)C1=O (configuration not stated),-1.0,1,99,-12,-17,-2,33,0.1,99
COc1ccc(OC)c(/C=C/c2c([N+](=O)[O-])c(=O)n(C)c(=O)n2C)c1,-0.6,8,103,-8,0,-6,-25,0.9,105
COc1ccc(Nc2ccc(Cl)cc2)c(C(=O)O)c1,0.0,-1,99,-5,2,2,-15,-0.2,99
CCOC(=O)c1cnc(SCc2ccc(C(C)(C)C)cc2)nc1N,-0.3,6,102,-2,-6,-3,10,0.6,99
O=C(O)C(Cc1c[nH]c2ccccc12)N1C(=O)C2C3c4ccccc4C(c4ccccc43)[C@@H]2C1=O (some centres not stated),1.1,13,99,-3,-11,-3,12,-0.8,108
Cc1ccc(-c2cc(-c3ccccc3)nc(Cl)n2)cc1,0.4,-10,87,-2,-12,-4,23,0.9,85
CC(C)(C)c1ccc(C(=O)Nc2ccc3c(c2)C(=O)NC3=O)cc1,-0.6,1,102,-9,18,-3,0,0.6,101
CS(=O)(=O)N(CC(=O)Nc1ccccc1Br)Cc1ccccc1,-0.3,5,103,-4,-3,-8,14,0.8,104
O=C(NCc1ccco1)Nc1ccc2snnc2c1,1.9,3,107,0,2,0,-11,3.3,100
Nc1ccc(C(=O)O)cc1S(=O)(=O)O,-0.5,4,105,-20,-4,-4,36,0.6,102
Cc1ccnc(NC(=O)c2cccc3ccccc23)c1,-2.1,3,101,-2,-4,-4,43,-0.7,98
CN(c1ccccc1)c1nc(N2CCCC2)nc(-n2ccnc2)n1,-0.9,15,134*,-12,-10,-6,9,-1.3,116
CC1=NN(C(=O)c2ccccc2F)C(O)(c2ccc(Cl)cc2)C1 (configuration not stated),-0.2,2,108,-15,3,-10,29,0.1,104
COC(=O)c1ccc(NS(=O)(=O)c2ccccc2)o1,-0.7,-6,95,1,1,-5,5,1.8,101
COc1ccc(CCNC(=O)Cc2ccc(OC)c(OC)c2)cc1OC,0.1,1,95,-16,3,-7,44,-0.1,96
CCCNC(=O)Nc1ccc(C(F)(F)F)cc1,0.7,-10,78,-4,11,3,40,2.3,95
CC(=O)C1=C(C)OC(N)=C(C#N)C1c1cccc([N+](=O)[O-])c1 (configuration not stated),-0.9,x,x,33*,-278,-1,21,0.9,x
O=C(c1cc2ccccc2c(=O)o1)N1CCc2ccccc2C1,-0.3,x,x,-10,-1,-1,9,2.3,x
CC1CCN(CCCCOc2ccccc2Br)CC1,-1.0,-1,106,-4,5,-3,-16,4.1,100
Cc1ccc(Oc2nc(-c3ccccc3)ncc2S(=O)(=O)c2ccc(C)cc2)cc1,0.9,-20,84,-7,39,3,6,0.7,83
O=C(COc1ccc2ccccc2c1)NNC(=O)c1cnccn1,-0.2,0,101,-7,20,1,2,1.7,77
Nc1cc(=O)[nH]c(SCC(=O)c2ccc(F)cc2)n1,-0.3,8,105,-10,17,-3,6,1.1,106
CCOC(=O)C1CCCN(C(=S)Nc2cccc(Cl)c2)C1 (configuration not stated),-0.9,10,102,-1,9,1,4,0.1,96
O=C(CNC(=O)c1ccncc1)N/N=C/c1ccccn1,-1.0,-9,94,5,-13,0,2,0.7,98
O=C(NC1CCCCCC1)C1CCCN(S(=O)(=O)c2cnc[nH]2)C1 (configuration not stated),1.0,7,112,-7,-9,1,3,-0.4,116
O=C(Nc1nnc(-c2ccccc2SCc2ccccc2)s1)Nc1ccccc1F,0.2,-3,91,9,-27,x,-1,-0.1,95
CC12CC(NC(=O)N1c1cccc(C(=O)NCc3ccccn3)c1)c1ccccc1O2 (configuration not stated),-0.1,2,105,-7,-2,-9,44,0.2,105
S=c1[nH]nc(-c2cc3c(s2)-c2ccccc2CC3)o1,-0.7,0,109,-14,15,-2,-18,-0.9,108
O=C(Cn1nc(-c2ccco2)ccc1=O)Nc1ccc(Br)cc1,-0.9,-3,102,-1,26,-8,18,-0.9,101
Cc1ccc(C(=O)NCC(=O)N2CCc3ccccc3C2)cc1C,-2.2,2,106,-7,14,-14,24,-1.4,104

A second format for two compounds above.
Values run as follows: OXTR ag | MEKK2mut PB1 HTS | MEKK2wt PB1 HTS | GPR7 antag | NALP1 inh | GalR3 antagonist | PHOSPHO1 block | V1aR counter | MEKK3 PB1 HTS
- S=c1[nH]nc(-c2cc3c(s2)-c2ccccc2CC3)o1
  -0.7 | 0 | 109 | -14 | 15 | -2 | -18 | -0.9 | 108
- Cc1ccc(C(=O)NCC(=O)N2CCc3ccccc3C2)cc1C
  -2.2 | 2 | 106 | -7 | 14 | -14 | 24 | -1.4 | 104

The results go on:
Molecule,OXTR ag,MEKK2mut PB1 HTS,MEKK2wt PB1 HTS,GPR7 antag,NALP1 inh,GalR3 antagonist,PHOSPHO1 block,V1aR counter,MEKK3 PB1 HTS
CCOc1ccc(NC(=S)Nc2ccc(OCc3ccccc3)cc2)cc1,0.0,-1,99,-6,-7,3,-24,-0.2,99
O=C(CSc1nnc(-c2ccccc2)n1-c1ccc(Cl)cc1)NNC(=S)Nc1ccccc1,-1.1,5,98,0,10,-2,1,0.0,94
COc1ccccc1CNC(=O)C1=C(C)C(=O)OC12CCC(C)CC2 (configuration not stated),-1.9,4,104,-1,-4,x,13,-0.7,98
O=C(CSc1nc2ccccc2[nH]1)Nc1ccc2c(c1)CCC2,-0.5,0,100,-7,19,11,-2,1.2,101
CCC(=O)Nc1ccc2c(c1)ncn2-c1ccccc1,1.0,-1,101,-1,2,-4,23,0.7,99
N=c1n(Cc2ccccc2Cl)c2ccccc2n1CC(O)c1ccco1 (configuration not stated),4.5,-3,101,3,19,-5,29,1.5,96
CCOC(=O)/C(=C/c1ccc(Cl)cc1)NC(=O)c1ccco1,-0.4,-1,107,0,24,-4,-5,1.1,103
O=C(Nc1ccon1)C(Sc1ccccc1)c1ccccc1 (configuration not stated),-1.1,-5,95,-17,x,-5,33,-0.3,99
COC(=O)c1ccc(NC(C)=O)o1,1.0,1,100,6,4,2,42,1.1,101
O=C(/C=C/c1cccs1)N1CCC2(CC1)Oc1ccc(F)cc1C(=O)C21CC(c2ccc(Cl)cc2)=NO1 (configuration not stated),0.1,7,100,x,x,1,2,1.3,91
CC1CCCN(Cc2nc3c(c(=O)n(C)c(=O)n3C)n2Cc2c(F)cccc2Cl)C1 (configuration not stated),-2.5,10,108,-9,x,x,8,-0.9,105
Cc1cc(C)n2nc(SCC#N)nc2n1,0.3,3,104,-11,15,0,-10,0.9,102
O=C(/C=C/c1cccc(Cl)c1)Nc1ccncc1,-1.0,1,104,7,14,-6,-12,0.3,100
O=C(Nc1nnc(CCN2CCCCC2)s1)c1ccc(Br)cc1,0.5,3,103,-9,-9,-3,-5,0.6,101
CC1(C)NC(=O)N(CCCCOc2cccc(C(F)(F)F)c2)C1=O,2.7,6,99,-4,16,-9,-47,4.2,99
COC(=O)c1cn(C(C)C(=O)NCc2ccco2)c2ccccc12 (configuration not stated),1.2,0,106,2,23,1,20,0.1,102
O=C(CN1CCN(c2ccc(F)cc2)CC1)c1ccc2c(c1)OCO2,0.7,x,x,12,-6,1,14,1.2,x
Cc1cc(N2CCOCC2)nc(-c2ccc([N+](=O)[O-])cc2)n1,-1.6,x,x,2,2,-10,37,1.3,x
CCN(CC)CCCNC(=S)N1CCn2c(nc3ccccc32)C1,0.3,-1,97,-12,-14,-10,-4,0.6,103
CCN1/C(=C/C=C/C=C/c2sc3ccccc3[n+]2CC)Sc2ccccc21,6.3,-8,15*[inhibitor],-11,133*,x,-1,6.3,18*[inhibitor]
COc1ccc(S(=O)(=O)NC2CCCCC2)cc1C(=O)N1CCCCC1,1.4,0,101,12,5,-4,24,-0.8,100
Cc1cc(NC(=O)CCCS(=O)(=O)c2nc(-c3cccs3)cc(C(F)(F)F)n2)no1,-1.1,2,106,11,5,4,16,-0.9,102
CCOC(=O)CNC(=O)Nc1nnc(-c2ccc(OCC)cc2)o1,-1.1,-11,56,-3,9,-3,14,0.1,48*[inhibitor]
CC(C)NC(=O)C(C)n1cccc1C(=O)c1ccccc1 (configuration not stated),0.1,0,95,-8,14,4,-2,-0.7,96
CC(=O)c1c[nH]c(C(=O)NCc2cccc(C(F)(F)F)c2)c1,1.9,6,105,2,-12,-9,9,3.0,108
CCOc1ccc(C(C)=O)cc1COC(=O)CCc1cc(OC)c(OC)c(OC)c1,0.2,-2,95,-9,-4,-8,32,2.6,99
C=CCOc1ccc(CNCCc2ccc(S(N)(=O)=O)cc2)cc1,0.5,14,117,5,0,-5,-15,0.1,95
Cc1ccc(F)c([C@H]2[C@@H]3C=CCC[C@@]3(C)C(=O)N2Cc2ccccc2)c1,-1.8,-5,93,x,-4,-4,31,-1.5,95
Cc1cc(C)nc(NC(=O)CSc2nc3ccccc3s2)n1,0.4,0,99,5,2,-8,0,-0.6,100

Just MEKK2mut PB1 HTS and PHOSPHO1 block, for 2 of the compounds above:
canonical_smiles | MEKK2mut PB1 HTS | PHOSPHO1 block
O=C(CN1CCN(c2ccc(F)cc2)CC1)c1ccc2c(c1)OCO2 | x | 14
Cc1cc(C)nc(NC(=O)CSc2nc3ccccc3s2)n1 | 0 | 0
